# High-throughput results (PubChem)
# MITF TRPM1 HTS: MITF TRPM1 promoter activation in melanoma cells; activation, % at 12.5 µM; AID 588334; 300,000 tested, 0.75% active; SK-MEL-5 TRPM1-promoter luciferase, 24 h; % of positive control, neutral wells = 0;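 active = mean activation of at least 80% with every replicate also reaching 80%; inconclusive = mean reaches 80% but some replicate falls short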;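 also: 0% = neutral control wells and 100% = parthenolide positive control wells; values of inactives mirror those of a sister screen read the other way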
# AddAB inh: less growth of phage-infected E. coli with AddAB; E. coli expressing H. pylori AddAB, absorbance growth; inhibition, % at 11.9 µM; 330,000 tested, 0.29% active; AID 435030; in the data active = inhibition above about 12%;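 also: 0% = vehicle wells of infected cells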
# phage Ecoli inh: E. coli growth loss with phage present; growth absorbance; inhibition, % at 11.9 µM; 360,000 tested, 0.26% active; in the data active = inhibition above about 11%
# CAL PDZ FP-1: CAL PDZ (human) peptide binding inhibition. 300,000 tested, 0.92% active. AID 602252. purified CAL PDZ, TMR-peptide fluorescence polarization, 1 h. inhibition, % at 24.9 µM;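 active = mean inhibition of at least 30% with at least half of replicates also reaching 30%; inconclusive = no clear call, values can overlap the other calls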;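 also: 0% = DMSO neutral control and 100% = excess unlabeled competitor peptide PRC23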
# CAL PDZ FP-2: human CAL PDZ-peptide interaction inhibition; Q9HD26; purified CAL PDZ, TMR-peptide fluorescence polarization, 1 h; inhibition, % at 20 µM; 330,000 tested, 0.02% active; AID 504414;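 active = highest replicate inhibition of at least 40%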;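 also: plate controls were DMSO neutral control wells for no effect and unlabeled competitor peptide control wells for full effect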
#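 Test system: purified CerCALP PDZ construct; Compound dosing: one concentration, 20 µM compound; Also added: TMR-labelled reporter peptide T*-PRC34 bound in PDZ groove; Read-out: inhibition from polarization loss; Controls: unlabelled peptide and DMSO controls; Signal: FP readout, S and P plane fluorescence; Incubation: 1 h at RT.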
# SR-BI DiI-HDL act: SR-BI HDL lipid transfer activation. CHO ldlA[mSR-BI] cells, DiI-HDL uptake fluorescence, 3 h; 100 = double the neutral-control signal. activation, % at 12.5 µM. 320,000 tested, 0.096% active;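 active = mean replicate activation of at least 60% and every replicate at or above 60%; inconclusive = mean or all-replicate condition met, but not both; inactive = mean below 60% and not all replicates reaching 60%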;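 also: 0% = median plate neutral-control signal and 100% = twice that signal; values of inactives mirror those of a sister screen read the other way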
#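 system = CHO ldlA[mSR-BI] cells, LDL receptor-null, SR-BI overexpressing | medium = Ham's F12 with 0.5% BSA, HEPES 25 mM, pH 7.4 | probe or stimulus = DiI-HDL 10 µg/mL | compound dosing = single-point compound dose | incubation = compound exposure 3 h, 37 °C | technique = DiI fluorescence, bottom read | read-out = cell-associated DiI fluorescence as measure of HDL uptake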
# SR-BI HDL uptake: blocks mouse SR-BI lipid uptake from DiI-HDL | Q61009 | ldlA[mSR-BI] CHO cells, DiI-HDL uptake fluorescence, 3 h | inhibition, % at 12.5 µM | 320,000 tested, 0.96% active;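 active = mean replicate inhibition of at least 70% and a set share of replicates each scoring 70 or more; inconclusive = meets just one of the two criteria; inactive = fails both criteria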;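 also: 0% = median of neutral control wells and 100% = median of positive control wells; values of inactives mirror those of a sister screen read the other way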
# Target sequence (Q61009 whole entry, looked up): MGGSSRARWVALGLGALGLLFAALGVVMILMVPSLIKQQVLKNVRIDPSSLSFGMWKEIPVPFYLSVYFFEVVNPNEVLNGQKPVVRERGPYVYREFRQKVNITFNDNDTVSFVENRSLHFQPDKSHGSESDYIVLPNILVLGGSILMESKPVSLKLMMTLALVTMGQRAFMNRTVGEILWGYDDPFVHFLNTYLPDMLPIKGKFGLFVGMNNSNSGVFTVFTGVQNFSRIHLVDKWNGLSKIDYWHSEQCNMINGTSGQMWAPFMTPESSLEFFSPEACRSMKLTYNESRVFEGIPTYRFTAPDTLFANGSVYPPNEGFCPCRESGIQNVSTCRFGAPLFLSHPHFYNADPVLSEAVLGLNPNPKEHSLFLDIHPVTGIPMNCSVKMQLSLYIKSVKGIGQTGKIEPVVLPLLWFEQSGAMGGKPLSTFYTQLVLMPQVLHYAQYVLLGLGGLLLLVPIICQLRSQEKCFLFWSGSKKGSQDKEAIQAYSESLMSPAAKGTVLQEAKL
# Wnt bcat act: activates Wnt/beta-catenin signaling in a reporter cell assay; activator, plate reader; activation, % at 9.35 µM; 300,000 tested, 1.2% active; AID 743398; in the data active = activation above about 30%, passing the limit was not always enough; inconclusive = no clear call, values can overlap the other calls;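 also: 0% = neutral control wells and 100% = positive control wells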
# E coli growth: bacterial growth inhibition, counter-screen for AddAB inhibitors; E. coli V3065 growth, OD600 absorbance, 18 h; inhibition, % at 11.9 µM; 330,000 tested, 0.27% active;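 active = inhibition above the campaign's mean inhibition across all tested compounds plus 3 SD, cut at about 9.9% in these data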;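 also: uninfected addAB+ strain grown without phage in ampicillin broth; 0% = DMSO wells and 100% = ciprofloxacin 0.95 µg/ml wells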
# Tat transport: E. coli Tat transport inhibition | inhibition, % at 10 µM | 340,000 tested, 0.036% active | E. coli MC4100 TorA-mCherry Tat export, fluorescence | AID 488895;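 active = mean replicate inhibition at least 50% and at least half of replicates individually reaching 50%; inconclusive = only one of the two criteria met; inactive = neither criterion met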;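 also: exported cargo escapes ClpAP degradation while cytoplasmic cargo is degraded and loses fluorescence; 0% = median of neutral control wells and 100% = median of NaSCN control wells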
# An asterisk follows results filed as active; ? = inconclusive; / = not tested or not shown. Not a hit list. Share with any hit: about 3.6%.
SMILES,MITF TRPM1 HTS,AddAB inh,phage Ecoli inh,CAL PDZ FP-1,CAL PDZ FP-2,SR-BI DiI-HDL act,SR-BI HDL uptake,Wnt bcat act,E coli growth,Tat transport
CCOC(=O)C1=C(C)C(c2ccccc2O)NC(=O)N1 (centres undefined),5.1,1.4,2.4,-6.9,0.1,2.8,-2.8,-3.6,-1.3,-7.9
O=C1/C(=C\c2cccnc2)CCc2ccccc21,16.0,2.7,3.2,-3.0,-2.2,4.5,-4.5,-3.1,1.9,2.8
CCC(=O)Nc1ccc(-c2nnc(SCC(=O)N3CCCCC3)n2C)cc1,/,5.1,0.6,5.5,-0.3,-1.4,1.4,/,0.0,-1.5
Cn1cc(C(=O)N/N=C/c2cccc([N+](=O)[O-])c2)c2ccccc21,/,3.0,-7.0,/,/,/,/,-0.1,-0.2,/
CSc1ccccc1C(=O)Nc1cc2c(cc1C(=O)O)OCCCO2,-13.8,0.7,4.2,-8.9,-2.1,/,/,-1.2,3.2,5.1
Cc1ccc2c(c1)C1CN(C)CCC1N2S(=O)(=O)c1ccc(C(C)C)cc1 (centres undefined),13.3,1.9,0.1,-0.1,-8.4,10.0,-10.0,-2.7,-2.9,-1.1
O=C(NCC1CCCO1)C1CCCN(S(=O)(=O)c2ccc(F)cc2)C1 (centres undefined),-3.4,3.5,1.2,-1.3,-0.5,-3.2,3.2,-0.1,1.4,?
Cn1c(SCC#N)nnc1-c1ccc2c(c1)OCO2,/,3.0,2.3,-3.9,-1.2,-12.1,12.1,-3.3,0.9,3.1
CCOC(=O)c1ccc(Nc2cc(C)nc(-c3ccccc3)n2)cc1,-6.5,1.4,0.1,-2.8,-1.6,-33.3,33.3,-2.4,-1.3,-6.0
CCCCOC(=O)c1ccc(Nc2ncnc3nc[nH]c23)cc1,77.5,-0.7,3.0,/,-1.1,-3.9,3.9,12.6,-0.4,-4.9

# One compound at a time, as listed above:
# Record of CCOC(=O)C1=C(C)C(c2ccccc2O)NC(=O)N1 (centres undefined) → MITF TRPM1 HTS = 5.1; AddAB inh = 1.4; phage Ecoli inh = 2.4; CAL PDZ FP-1 = -6.9; CAL PDZ FP-2 = 0.1; SR-BI DiI-HDL act = 2.8; SR-BI HDL uptake = -2.8; Wnt bcat act = -3.6; E coli growth = -1.3; Tat transport = -7.9
# Record of CSc1ccccc1C(=O)Nc1cc2c(cc1C(=O)O)OCCCO2 → MITF TRPM1 HTS = -13.8; AddAB inh = 0.7; phage Ecoli inh = 4.2; CAL PDZ FP-1 = -8.9; CAL PDZ FP-2 = -2.1; SR-BI DiI-HDL act = /; SR-BI HDL uptake = /; Wnt bcat act = -1.2; E coli growth = 3.2; Tat transport = 5.1

# Additional entries
SMILES,MITF TRPM1 HTS,AddAB inh,phage Ecoli inh,CAL PDZ FP-1,CAL PDZ FP-2,SR-BI DiI-HDL act,SR-BI HDL uptake,Wnt bcat act,E coli growth,Tat transport
C=CCNc1nc(Cl)nc(Nc2ccc([N+](=O)[O-])cc2)n1,-3.8,-0.7,2.3,-0.4,-1.4,-0.2,0.2,-5.4,0.8,1.9
CCc1nnc(NC(=O)C2CCN(S(=O)(=O)c3ccc(C)cc3)CC2)s1,-6.7,2.9,1.4,-1.3,-1.2,24.5,-24.5,-1.4,0.5,1.9
COC(=O)c1cn(NC(=O)C2CCCO2)c(=O)c2ccccc12 (centres undefined),-2.9,-0.6,1.1,2.6,-1.9,-26.7,26.7,-3.3,-0.7,-4.3
COC(=O)C1=C(C)OC(N)=C(C#N)C1c1cc(C)sc1C (centres undefined),2.5,0.2,-1.3,-1.1,-1.5,-15.5,15.5,3.5,1.6,0.2
CC(C)[C@H](NS(=O)(=O)/C=C/c1ccccc1)C(=O)OCC(=O)NC(N)=O,-0.8,0.4,0.5,-0.7,-3.3,/,/,1.1,-0.9,-2.5
Cc1nc(N2CCCCC2)c2ccsc2n1,/,1.4,-0.9,-0.2,-3.6,21.5,-21.5,/,2.7,1.1
CC(C)c1ccc(CN2C(=O)c3ccccc3S2(=O)=O)cc1,7.9,-1.5,2.2,-1.4,-0.6,5.4,-5.4,6.1,-1.4,3.7
O=C1CN(C(=O)c2cc3ccccc3o2)c2ccccc2N1,25.4,-2.6,1.7,-3.0,-1.1,-16.7,16.7,8.1,0.9,6.4
CCOC(=O)N1CCN(C(=O)c2cccc(F)c2)CC1,0.4,1.4,4.0,1.8,-2.3,8.0,-8.0,0.5,-2.9,-5.9
COc1cc(Cl)c(CN2CCC(CO)(CCOc3ccccc3)CC2)cc1OC,/,0.8,-1.9,-2.8,-0.1,-5.0,5.0,-1.8,-0.1,2.4
COC(=O)CCc1c(C)c(C(=O)c2cc(OC)c(OC)c(OC)c2)c2ccccn12,-22.0,-0.7,3.4,-19.8,-0.1,-5.2,5.2,-0.5,-0.4,-6.1
Cc1cccc(NC(=S)NCC(c2cccnc2)N(C)C)c1C (centres undefined),-7.4,2.5,1.8,-1.1,-0.6,32.4,-32.4,/,1.8,-1.5
COc1ccc(CNC(=O)CN(C(=O)c2csnn2)c2cccc(C(C)=O)c2)cc1,-4.5,2.0,0.0,1.0,-1.0,10.5,-10.5,1.7,1.8,7.1
CCCOc1ccc(C(=O)CCNc2cccc(Cl)c2)cc1,20.4,2.6,4.3,-2.1,-2.1,0.3,-0.3,-3.2,1.2,5.5
O=C(NCCc1ccccn1)/C(=C/c1ccco1)NC(=O)c1ccccc1,-3.7,5.2,1.8,11.3,-0.4,2.5,-2.5,-2.5,1.3,10.1
N/C(COc1cc(Cl)cc(Cl)c1)=N\O,6.9,3.0,-1.0,-4.3,-1.1,15.8,-15.8,1.4,2.8,-16.7
COc1cc(OC)c(/C=N/n2c(C)nnc2C)c(OC)c1,-6.6,2.5,2.0,1.1,-0.9,19.1,-19.1,-2.9,0.2,5.5
C=CCC1(O)C(=O)N2C(=C1C(=O)OCC)c1ccc3ccccc3c1CC2(C)C (centres undefined),/,0.6,2.5,-1.5,/,-3.3,3.3,-1.8,0.7,10.5
O=S(=O)(c1ccc2c(c1)CCCN2)N1CCCC2CCCCC21 (centres undefined),-7.1,1.9,1.2,2.6,-2.0,9.9,-9.9,7.3,-0.7,9.3
Cc1ccc(C(=O)CN2CCN(c3ccccn3)CC2)c(C)c1,3.6,/,-0.1,-0.7,-0.7,21.5,-21.5,1.7,/,-6.5
Cc1cc(C)c2nc(NNC(=O)c3ccc(S(=O)(=O)N4CC(C)CC(C)C4)cc3)sc2c1 (centres undefined),-70.3,3.7,3.1,-3.2,-0.3,-138.7,138.7*,-21.2,2.7,-11.7
CCN1CCN(c2oc(-c3ccccc3C)nc2S(=O)(=O)c2ccccc2)CC1,1.3,/,1.7,-0.6,-0.9,12.9,-12.9,-1.5,/,1.2
CCCOc1ccc(C(=O)Nc2ccc(S(=O)(=O)N3CCN(C)CC3)cc2)cc1,-5.1,0.5,4.3,/,0.1,-19.0,19.0,7.5,-0.4,4.8
CN(NC(=O)c1ccccc1)c1nc2ccccc2nc1C(F)(F)F,2.3,1.3,-0.9,-0.7,-0.6,2.2,-2.2,/,1.8,3.9
O=C1c2ccccc2C(Nc2ccccc2F)N1c1cccnc1 (centres undefined),/,0.2,-0.9,1.3,-1.1,10.4,-10.4,-0.7,-3.9,2.0
Cc1cc(NS(=O)(=O)c2ccc(NC(=O)c3cnc4sccn4c3=O)cc2)nc(C)n1,-2.8,-0.2,2.5,-1.0,0.3,2.6,-2.6,-4.2,-0.6,-0.4
N#CC1(Cc2ccccc2Cl)c2ccccc2C=CN1C(=O)c1ccccc1 (centres undefined),-2.5,-0.9,2.0,-2.6,-0.3,-11.1,11.1,/,0.2,9.1
CCOC(=O)c1nc(NCc2cccnc2)c2ccccc2n1,-3.8,1.8,3.9,-4.4,-3.2,20.4,-20.4,-6.1,0.9,2.4
Fc1ccc(COc2cccc3cccnc23)cc1,33.0,0.9,5.5,1.2,-1.3,-3.7,3.7,5.3,0.2,2.0
CCOC(=O)C1CCCN(S(=O)(=O)c2ccc(Br)c(OC)c2)C1 (centres undefined),-11.0,1.2,2.9,-3.3,-1.2,5.2,-5.2,/,2.5,0.5
NC(=S)N=Nc1c(O)n(CCCl)c2ccc(Cl)cc12,10.4,-1.0,-0.9,-4.8,0.0,-15.6,15.6,-0.9,-5.0,-5.8
CCn1nc(C)c(C(=O)Nc2cc(Oc3cc(C)cc(C)c3)cc([N+](=O)[O-])c2)c1C,12.6,3.0,1.3,/,-2.5,-49.3,49.3,/,-0.5,4.2
COc1ccc(CNC(=O)Nc2ccc([N+](=O)[O-])cc2)cc1,-7.2,4.5,4.7,-3.8,-1.5,-13.4,13.4,4.0,1.2,6.9
CCCCN1C(N)=NC[C@@H]1Cc1ccc(O)cc1,7.7,2.3,0.6,-4.2,-1.3,19.3,-19.3,-4.5,0.2,0.6
O=C(O)CCCCN1C(=O)/C(=C\c2ccc(OCc3ccccc3)c(OCc3ccccc3)c2)SC1=S,8.3,0.4,-0.4,-5.6,-2.8,-21.0,21.0,-4.7,0.2,1.7
N#Cc1c(-c2ccccc2)nc(SCC(=O)Nc2nnc(C(F)(F)F)s2)[nH]c1=O,-2.2,1.7,3.1,7.5,-1.5,-9.3,9.3,-2.1,-1.3,4.2
COc1cc2oc(=O)cc(-c3cccc(-c4cccc(C)c4)c3)c2c(OC)c1OC,-6.6,0.7,0.1,-3.5,0.0,-22.8,22.8,-3.6,3.2,3.5
O=C(Cc1ccccc1)Nc1ccc(F)cc1,26.3,-3.0,3.9,-1.2,-1.5,5.3,-5.3,-3.2,-4.8,-2.5
O=C(Nc1cccc(-c2cnc3ccccc3n2)c1)C1CC(=O)N(c2ccccc2)C1 (centres undefined),-3.6,-1.0,-0.4,-4.9,-5.4,-31.5,31.5,1.2,0.6,2.7

# An excerpt of these results, with two lines to a compound:
# The line under a structure holds: MITF TRPM1 HTS, AddAB inh, phage Ecoli inh, CAL PDZ FP-1, CAL PDZ FP-2, SR-BI DiI-HDL act, SR-BI HDL uptake, Wnt bcat act, E coli growth, Tat transport
COc1cc2oc(=O)cc(-c3cccc(-c4cccc(C)c4)c3)c2c(OC)c1OC
→ -6.6, 0.7, 0.1, -3.5, 0.0, -22.8, 22.8, -3.6, 3.2, 3.5
N#Cc1c(-c2ccccc2)nc(SCC(=O)Nc2nnc(C(F)(F)F)s2)[nH]c1=O
→ -2.2, 1.7, 3.1, 7.5, -1.5, -9.3, 9.3, -2.1, -1.3, 4.2
O=C(Cc1ccccc1)Nc1ccc(F)cc1
→ 26.3, -3.0, 3.9, -1.2, -1.5, 5.3, -5.3, -3.2, -4.8, -2.5
